Compound activity (PubChem BioAssay)
GALK inhibitor: galactokinase (human) inhibition; P51570; Purified GALK, Kinase-Glo residual ATP luminescence; Potency, µM (series often up to 57.5 µM), for the others: top-dose activity change, negative = inhibition, usual class: inhibitors; 270,000 tested, 0.007% active; AID 1868; note: potency is the fitted concentration of half-maximal effect; % is set by controls: 0 for no effect and ±100 for the full control effect
Target sequence (P51570 whole entry, looked up): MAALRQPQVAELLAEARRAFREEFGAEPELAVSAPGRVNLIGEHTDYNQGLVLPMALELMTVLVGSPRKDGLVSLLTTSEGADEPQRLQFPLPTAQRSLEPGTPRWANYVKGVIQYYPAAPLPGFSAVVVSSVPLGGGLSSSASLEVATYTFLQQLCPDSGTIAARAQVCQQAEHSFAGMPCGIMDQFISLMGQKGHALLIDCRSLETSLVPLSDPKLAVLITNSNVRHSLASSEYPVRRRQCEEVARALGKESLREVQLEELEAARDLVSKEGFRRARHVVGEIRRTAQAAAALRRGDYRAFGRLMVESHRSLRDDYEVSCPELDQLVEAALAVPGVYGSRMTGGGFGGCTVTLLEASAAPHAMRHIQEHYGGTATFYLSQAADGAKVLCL
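The enzyme phosphorylates galactose (100 uM) using ATP (35 uM); inhibition is detected as higher residual ATP, quantified by bioluminescence after 1 h reaction at room temperature, pH 8.0.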
a7 integrin act: activates integrin-mediated alleviation for muscular dystrophy | alpha7betagal myoblasts, beta-gal FDG fluorescence, 48 h | Potency, µM (top dose mostly 38.3 µM), for the others: at the highest dose activation, usual class: activators | 350,000 tested, 0.064% active | AID 624291;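 note: potency is the fitted concentration of half-maximal effect; 100% = response of the positive control SU9516; nearly all actives have a fitted effect of over 60% in size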
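alpha7betagal+/- myoblasts (passage 13, 250/well) treated 48 h at 37C with compounds at 1:260 dilution of DMSO stock. Lysed, then beta-galactosidase activity read as FDG fluorescence (ex 480/em 540) after 30 min, with pre-read for autofluorescence.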
KCNH2 3.1 inh: blocks the human KCNH2 3.1 channel isoform. U2OS KCNH2 3.1, thallium flux FluxOr; stronger effect = lower value. activity change, % (tested at about 1.8 µM). 340,000 tested, 0.95% active. AID 720553;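 active = maximum activity change below -70%; inconclusive = maximum activity change from -70% to -50%; inactive = maximum activity change above -50%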;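 note: thallium influx rate constant from kinetic fluorescence after stimulation buffer; % is set by controls: 0 for no effect and ±100 for the full control effect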
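Measured as rate of thallium-driven FluxOr signal in transduced U2OS cells carrying the 3.1 channel, read kinetically for 2 min upon stimulation; values are rate constants scaled to DMSO control wells.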
KCNH2 WT inh: KCNH2 (human, wildtype) channel inhibition; U2OS, BacMam KCNH2, thallium flux FluxOr; stronger effect = lower value; activity change, % at 1.84 µM; 340,000 tested, 0.37% active; AID 720551;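 active = maximum activity change below -70%; inconclusive = maximum activity change between -70% and -50%; inactive = maximum activity change above -50%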; note: % is set by controls: 0 for no effect and ±100 for the full control effect
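U2OS cells were transduced with wild-type KCNH2 virus (2.03 x 10^8 / mL) for 4 h at room temperature, then cultured overnight at 37 C. Thallium flux was read with FluxOr dye. Rate constants were normalized to DMSO controls.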
TRPV1 agonist: activates the human vanilloid receptor TRPV1; activation, % at 8.33 µM; TRPV1-expressing cells, Fluo-8 calcium influx, agonist mode; 320,000 tested, 0.19% active; Q8NER1; in the data active = activation above about 80%; inconclusive = between about 30% and that limit; note: 0% is about no effect
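TRPV1-expressing cells were cultured overnight at 35.5C and loaded with Fluo-8 calcium dye for 40 to 90 min at room temperature. After a 10 s baseline, compound was added and calcium influx was read kinetically for 3 min (ex 480/em 520 nm).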
ASM inhibitor: human S-ASM enzyme inhibition. placental ASM, HMU-PC fluorogenic substrate, 60 min. 340,000 tested, 0.006% active. Potency, µM (titrated, usually from 57.5 µM), for inactives: at the top dose activity change, negative = inhibition, hits mostly inhibitors; note: potency is the fitted concentration of half-maximal effect
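HMU-PC0 cleavage (9 uM final) by human placental ASM, 60 min at 37 °C following 10 min compound exposure at RT; stopped at pH 10, fluorescence Ex 386/Em 447 nm.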
AT treatment: potential ataxia-telangiectasia treatment; 320,000 tested, 0.19% active; AID 485349; […] A-T fibroblasts, KAP-1 phosphorylation AlphaLISA; neocarzinostatin DNA damage 30 min before lysis; Potency, µM (highest dose often 57.5 µM), for the others: top-dose activation, usual class: activators; note: potency is the fitted concentration of half-maximal effect; % of control where 0% means no effect; nearly all actives have a fitted effect of over 45% in size
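hTERT-immortalized A-T patient fibroblasts ([…]), 500 cells/well in OPTI-MEM, 1% FBS, got compounds for 60 min, then NCS for 30 min at 37C. Lysates were then assayed for phospho-KAP-1 by AlphaLISA (anti-pKAP1 donor, anti-KAP1 acceptor beads), 6 hr at 25C.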
FBPA coupling cs: coupling enzyme interference in Giardia aldolase counter-screen; coupling enzyme system counterscreen, AmpLite Red fluorescence; activity change, negative = inhibition, % at 58.2 µM, hits read low; 290,000 tested, 0.67% active; AID 2472; in the data active = activity change below about -30%; note: % is set by controls: 0 for no effect and ±100 for the full control effect
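Counterscreen lacking aldolase: glyceraldehyde-3-phosphate coupling-enzyme reagent preincubated 10 min at RT with compound (at 57.5 uM final), then substrate/coupling system with AmpLite Red added; fluorescence read at 525/598 nm after 20 min RT.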
MLL CXXC-DNA inh: blocks binding of human MLL CXXC domain to DNA; Q03164; MLL-CXXC / FITC-HOXA9 DNA fluorescence polarization; Potency, µM (top dose mostly 115 µM), inactives show at the highest dose activity change, negative = inhibition, most hits filed as inhibitors; 290,000 tested, 0.037% active; AID 2662; active = well fitted inhibition curve with a large enough effect in the polarisation, with a control signal flat, not every such curve was filed as active; inconclusive = small, poorly fitted or top-dose-only effect, or effect the other way, or a change in a side signal; inactive = no such curve, though single readings can be large or run the other way; the % refers to the polarisation; note: potency is the fitted concentration of half-maximal effect
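Steps: dispense CXXC domain solution (7 uM) → pin compounds or unlabeled HOX-A9 DNA control → 5 min ambient → add FLSN-HOX-A9 solution (50 nM) → spin → 30 min ambient → fluorescence polarization. Tris pH 7.5/NaCl/DTT/BSA buffer.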
MBNL1-CUG inh: inhibitors of human MBNL1 binding to CUG repeat RNA | Q9NR56 | TR-FRET MBNL1-His/biotin-(CUG)12 binding, 665/545 ratio | Potency, µM (titrated, usually from 57.5 µM), inactives show at the highest dose activity change, negative = inhibition, hits mostly inhibitors | 280,000 tested, 0.036% active | AID 2675; active = well fitted inhibition curve with a large enough effect in the signal ratio, with a control signal flat, not every such curve was filed as active; inconclusive = small, poorly fitted or top-dose-only effect, or effect the other way, or a change in a side signal; inactive = no such curve, though single readings can be large or run the other way; the % refers to the signal ratio; note: potency is the fitted concentration of half-maximal effect; % is set by controls: 0 for no effect and ±100 for the full control effect
Target sequence (Q9NR56 whole entry, looked up): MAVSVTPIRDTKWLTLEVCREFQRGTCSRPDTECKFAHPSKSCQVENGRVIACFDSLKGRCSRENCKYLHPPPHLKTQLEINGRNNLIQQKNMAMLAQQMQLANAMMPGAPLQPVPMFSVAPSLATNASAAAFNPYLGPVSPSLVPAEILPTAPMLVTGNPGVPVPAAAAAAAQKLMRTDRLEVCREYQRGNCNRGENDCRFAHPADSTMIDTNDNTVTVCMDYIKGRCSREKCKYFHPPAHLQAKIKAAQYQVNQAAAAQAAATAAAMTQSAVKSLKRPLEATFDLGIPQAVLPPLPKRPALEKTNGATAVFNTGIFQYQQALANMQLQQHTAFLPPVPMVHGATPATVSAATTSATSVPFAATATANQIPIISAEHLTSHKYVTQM
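TR-FRET between His-tagged MBNL1 and biotin-(CUG)12 RNA, detected with Tb anti-His antibody (0.055 ng/ul) and streptavidin-XL665 (5 nM), 60 min at room temperature. Compounds titrated 92 nM to 58 uM; 665/545 nm ratio normalized to buffer and complex controls.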
An asterisk follows results filed as active; ? = inconclusive; . = not tested or not shown; [ ] = another dose, or the depositor's remark. Unless noted, calls come from the whole dose curve; as a rule, active = well fitted curve in the direction sought with a large enough effect; inconclusive = small, poorly fitted or top-dose-only effect, or another doubt; inactive = no such curve, though single readings can be large; an effect the other way counts as inactive or inconclusive.

SMILES | GALK inhibitor | a7 integrin act | KCNH2 3.1 inh | KCNH2 WT inh | TRPV1 agonist | ASM inhibitor | AT treatment | FBPA coupling cs | MLL CXXC-DNA inh | MBNL1-CUG inh
O=C(O)C1CCCN1S(=O)(=O)c1ccc(Br)s1 (configuration not stated) (tested in a mixture with another compound) | 0% | 20% | 7 | 16 | -1 | 2% | -10% | 6 | -1% | 0%
CCc1ccc(-c2c(C)sc(NC(=O)C3CCC3)c2C#N)cc1 | 1% | -17% | -11 | -4 | 0 | -2% | -9% | 0 | -8% | .
NS(=O)(=O)c1ccc2nc(NC(=O)c3ccncc3)sc2c1 | 1% | -22% | -9 | -1 | 3 | 1% | -2% | 8 | 0% | -8%
COc1ccccc1CNC(=O)CNC(=O)c1sc2ccccc2c1Cl | -9% | ? | -1 | -2 | 26 | -4% | -13% | 1 | 3% | 40%[activator]
O=C(c1ccc(N2CCNCC2)cc1)c1cccnc1 | 0% | -20% | -8 | 5 | -3 | -4% | . | -1 | -6% | 12%
O=C(NCc1ccccn1)c1ccc(OC2CCN(Cc3cccs3)CC2)cc1 | 3% | 24% | -13 | 11 | 1 | 2% | 0% | 1 | 0% | -7%
O=C(CSc1nc2cc(Cl)ccc2s1)NCC1CCCO1 (configuration not stated) | . | 12% | 6 | 12 | . | -2% | 25% | . | . | .
Cc1cc(C(=O)Nc2c(F)cc(F)cc2Br)n(-c2ccccc2)n1 | 3% | 8% | 4 | -3 | -4 | 3% | -9% | 0 | -3% | -4%
Nc1ccc(C#Cc2c(-c3ccsc3)oc3ccc(N4CCOCC4)cc23)cc1 | . | -5% | 7 | -3 | . | 402%[activator] | . | . | . | .
Cc1ccc2c(c1)c1c(n2CC(O)CN2CCCCC2C)CCCC1 (configuration not stated) | . | -51%[inhibitor] | -3 | 47 | 14 | -2% | -5% | 0 | 1% | -17%
c1ccc2c(CSc3nnc(-c4ccncc4)o3)cccc2c1 | -1% | -18% | 2 | -12 | 17 | -9% | 18% | -4 | 10% | 1%
CCOC(=O)C(C)(C)n1nnc(-c2ccc([N+](=O)[O-])cc2)n1 | 2% | 1% | -83* | -4 | 7 | -1% | -1% | 0 | -5% | 0%
COc1ccccc1[C@]1(C)ON(c2ccccc2C(F)(F)F)C1=O | . | -27% | 11 | 9 | 3 | -1% | 2% | . | . | .
O=C(N/C(=C\c1ccccc1Cl)C(=O)N1CCOCC1)c1ccc([N+](=O)[O-])cc1 | 0% | -10% | 3 | 36 | -1 | -1% | -1% | 4 | 1% | ?
COc1ccc(N(C(=O)c2ccco2)C(C(=O)NC2CCCC2)c2ccncc2)cc1 (configuration not stated) | 5% | -5% | -17 | 3 | 1 | 2% | 12% | -2 | 23% | 4%
CC1CCCN(c2ccc(C(=O)Nc3nnc(C4CC4)s3)cc2[N+](=O)[O-])C1 (configuration not stated) | 2% | -33%[inhibitor] | 33 | -19 | 2 | -11% | -1% | 6 | 3% | 8%
Nc1cc(=O)[nH]n1C1CCCC1 | 10% | -10% | -12 | -3 | -1 | 1% | -3% | 2 | -2% | 3%
O=C(/C=C/c1ccc(S(=O)(=O)N2CCOCC2)cc1)NC(=S)Nc1ccc(N2CCOCC2)cc1 | -3% | 2% | -3 | -8 | -3 | -1% | -6% | 2 | ? | 6%
Cc1cc(Nc2ccc3c(c2)OCCO3)n2nc(C)nc2n1 | 1% | 9% | ? | 1 | 0 | -1% | -2% | 3 | -13% | 7%
Cc1ccc(C)c(N2CCN(S(=O)(=O)c3ccc4[nH]c(=O)ccc4c3)CC2)c1 | . | -21% | -2 | 3 | 3 | 0% | -10% | 3 | . | 17%
CC(C)N1C(=O)N(c2ccc(Cl)cc2)C(C)(O)CC1(C)C (configuration not stated) | -3% | -21% | 14 | 0 | 10 | 4% | 20% | 2 | 16% | -13%
CN(C)C(CNC(=O)c1ccc(-c2ccccc2)cc1)c1ccccc1 (configuration not stated) | 14% | -71%[inhibitor] | -1 | 51 | 0 | 2% | 3% | 1 | 1% | -6%
CCN1C=C(C(C)=O)C(=O)CC1 | . | 20% | -3 | -4 | . | 5% | . | . | . | .
CCOC(=O)C(C)Sc1nc2c(c(=O)[nH]c(=O)n2C)n1CCc1ccccc1 (configuration not stated) | 2% | 18% | -33 | 29 | . | 2% | -4% | 0 | 7% | 0%
CC(Oc1ccc(Br)cc1)C(=O)NCc1ccccn1 (configuration not stated) | 9% | 22% | 6 | -6 | 1 | 1% | 1% | 1 | -9% | -3%
NS(=O)(=O)c1ccc(CCNC(=O)CCCCCn2c(=S)[nH]c3ccc(Br)cc3c2=O)cc1 | 3% | -23% | 5 | -6 | 1 | 27% | 2% | 2 | 16% | 42%[activator]
CCN(C(=O)Cc1c(C(=O)O)[nH]c2ccccc12)c1ccc(OC)cc1 | 11% | -2% | 11 | -13 | -6 | 1% | 5% | 11 | 7% | -1%
Cc1oc2ccc(NS(=O)(=O)c3cccc4cccnc34)cc2c1C(=O)OC(C)C | 0% | -22% | -25 | 36 | 0 | -3% | -1% | 8 | 18% | .
Cc1nc2cc3nc(C)sc3cc2s1 | 0% | 8% | -21 | 1 | 2 | 4% | 7% | -7 | 2% | -5%
Cc1ccc(NC(=O)CCN2C(=O)C3CCCCC3C2=O)c(O)c1 (configuration not stated) | . | 7% | -10 | -4 | 3 | 2% | 9% | . | . | .
O=C(OC1CCOC1=O)c1ccccc1C(=O)c1ccc(Cl)c([N+](=O)[O-])c1 (configuration not stated) | . | -15% | -1 | 8 | -4 | 0% | -8% | . | . | .
O=C(CSc1nc2[nH]ncc2c(=O)[nH]1)Nc1cccc(Cl)c1 | . | 8% | -13 | -1 | -1 | 1% | 11% | . | . | .
Cc1cc(-c2cccnc2)c(C#N)c(SCc2cccc(F)c2)n1 | -3% | -3%[7.66 µM] | -16 | -10 | 30 | -1% | 6% | 0 | 10% | 21%
CN(C)N1C(N)=C(C#N)C(c2cccc([N+](=O)[O-])c2)C2=C1CC(C)(C)CC2=O (configuration not stated) | -4% | -1% | 1 | -2 | 0 | -4% | 4% | -1 | 58%[activator] | 2%
CCCC(=O)NCc1nc2ccccc2n1C | -2% | 20% | -2 | 10 | 4 | 12% | 3% | 1 | 1% | 8%
O=C1CCCCC1C(O)c1ccc(Cl)cc1 (configuration not stated) | 1% | . | . | . | 1 | . | -15% | 4 | 7% | -1%
CC(C)(C)C(=O)Nc1nc2c(s1)CN(Cc1ccccc1)CC2 | 9% | 1% | 25 | 0 | 2 | 312%[activator] | -4% | -14 | ? | 1%
COc1ccccc1C(=O)NCC(=O)N1CC=C(c2ccccc2)CC1 | . | 12% | 0 | 0 | 14 | -4% | -1% | . | . | .
COc1cccc(C(=O)Nc2ccc(NC(=O)c3ccco3)nc2)c1 | -1% | 5% | -18 | ? | 12 | 0% | -2% | -2 | -5% | 7%
Cc1cccc(NC(=O)CCn2nc(C)cc2C)c1 | 3% | -2% | 0 | 0 | 2 | 1% | -4% | 2 | -6% | -3%
Cn1c(SCC(=O)c2ccc(F)cc2)nnc1-c1cccnc1 | 10% | 12% | -3 | -8 | -2 | 3% | -1% | 3 | 20% | -9%
COc1ccccc1N1CCN(C(=O)c2ccc([N+](=O)[O-])s2)CC1 | 3% | -41% | -7 | 14 | 19 | 1% | -5% | -3 | 2% | ?
Cc1ccc(S(=O)(=O)N2CCC(O)(c3cccnc3)CC2)cc1 | 0% | 17% | 0 | 2 | 8 | -2% | 2% | 3 | 5% | -2%
CC1(C)Cc2c(sc(NC(=O)COc3ccc(Cl)cc3)c2C(N)=O)C(C)(C)N1 | -4% | -47%[inhibitor] | -73* | 16 | 0 | -18% | -7% | . | -11% | -8%
Cc1ccnc(SCC(=O)NC2CCCCCC2)n1 | 6% | -16% | -1 | -6 | 1 | 2% | 2% | 1 | 4% | 2%
O=C(CN1c2ccccc2Sc2ccccc21)NNC(=O)Nc1ccc(Cl)cc1 | 3% | -38% | 13 | -3 | -1 | -1% | -11% | 1 | 11% | 14%
Cc1cccc(N(C)S(=O)(=O)c2c(C)[nH]c(C)c2C(=O)N2CCCC2)c1 | 0% | -37% | 7 | -7 | 0 | 1% | -2% | -2 | 5% | -5%
CCN(CC)CCCN1C(=O)C(O)=C(C(=O)c2sc(C)nc2C)C1c1ccco1 (configuration not stated) | 0% | 7% | 19 | -27 | 0 | -1% | . | 1 | 10% | 12%
NC(=O)C1(N2CCCCC2)CCN(C(=S)Nc2ccc(Cl)cc2)CC1 | -4% | 6% | 7 | -7 | . | 4% | -5% | -2 | 13% | -11%
